# Source: PubChem (National Center for Advancing Translational Sciences (NCATS))
# TGFb SMAD3 inh = blocks TGF-b signaling | HepG2 CAGA-GFP TGF-b/SMAD3 reporter, GFP fluorescence, 18 h; TGF-beta stimulated, 500 pg/mL final | Potency, µM (titrated, usually from 46.1 µM), for the others: at the top dose activity, negative = inhibition, most hits filed as inhibitors | 1.2% of 410,000 active | AID 588855; note: potency is the fitted concentration of half-maximal effect; % is set by controls: 0 for no effect and ±100 for the full control effect; nearly all actives have a fitted effect of over 65% in size
#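 Smad-responsive CAGA-GFP expression was quantified in HEPG2 cells exposed to compounds and 500 pg/mL final TGF-beta for 18 h at 37 degrees C; unstimulated wells defined full inhibition.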
# IL-2 act = activators of IL-2. IL-2 activation reporter assay, cell-based qHTS; stimulated with anti-CD3/CD4/CD28 beads; in transgenic mouse T cells. activation, % (series mostly up to about 46 µM). 0.065% of 360,000 active. AID 652025; in the data active = activation above about 50%; inconclusive = mostly about 30% to 49%; note: 0% is about no effect
#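 First, unstimulated transgenic mouse T cells were exposed to compound for 60 min. Next, anti-CD3/anti-CD4-coated beads with anti-CD28 were added. Finally, after 18 h at 37 degrees C, EGFP and DsRed were imaged.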
# ATXN2 expr inh = inhibitors of ATXN2 expression; HEK-293 ATXN2-luciferase reporter, luminescence, 24 h; Potency, µM (doses to about 57 µM), for the others: at the top dose activity change, negative = inhibition, usual class: inhibitors; 0.72% of 360,000 active; AID 1745845; note: potency is the fitted concentration of half-maximal effect; % is set by controls: 0 for no effect and ±100 for the full control effect; nearly all actives have a fitted effect of over 55% in size
#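 ATXN2-luciferase reporter cells (luciferase flanked by upstream and downstream ATXN2 gene portions) were treated 24 h at 37 °C with compounds at up to 57 uM. SteadyGlo luminescence gave expression; GF-AFC fluorescence gave viability.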
# HepG2 viability = HepG2 cytotoxicity, counter-screen for TGF-b inhibitors. HepG2 CAGA-GFP viability, ATP luminescence, 18 h. Potency, µM (top dose mostly 46.1 µM), for the others: at the highest dose activity change, negative = cytotoxicity, actives largely listed as cytotoxic. 0.76% of 410,000 active. AID 588856; note: potency is the fitted concentration of half-maximal effect; some results filed as inactive show a strong effect at the top dose
#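 HepG2 CAGA-GFP cells (1000/well, DMEM with 1% FBS) received compound, then TGF-beta at 500 pg/mL final, and were incubated 18 hours at 37 degrees C. Viability was read by CellTiter-Glo luminescence. Media-only wells were set as complete cell-killing and DMSO as no toxicity.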
# Nrf2 inh = blocks Nrf2 signaling | A549 ARE-Fluc reporter, luciferase luminescence, 18-24 h | Potency, µM (titrated, usually from 46 µM), for inactives: top-dose activity change, negative = inhibition, usual class: inhibitors | 2.1% of 360,000 active; note: potency is the fitted concentration of half-maximal effect; % is set by controls: 0 for no effect and ±100 for the full control effect; nearly all actives have a fitted effect of over 60% in size
#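 A549 ARE_Fluc cells, 5000/well, 5% FBS OPTI-MEM; compounds in dose-response, 18-24 h at 37 °C/5% CO2; CellTiter-Fluor viability read (Ex 405/Em 525), then BugLite luciferase luminescence = Nrf2 activity.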
# A549 tox = A549 cytotoxicity, counter-screen for Nrf2 inhibitors; A549 ARE-Fluc cells, CellTiter-Fluor viability, 18-24 h; Potency, µM (series often up to 46 µM), without a hit: at the highest dose activity change, negative = cytotoxicity, most hits filed as inhibitors; 0.16% of 390,000 active; note: potency is the fitted concentration of half-maximal effect; % is set by controls: 0 for no effect and ±100 for the full control effect
#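 A549 ARE-Fluc cells in 5% FBS OPTI-MEM, 5000 cells/well, rested 2 h then exposed to compounds in concentration-response for 18-24 h at 37 °C. Viability by CellTiter-Fluor fluorescence (Ex 405/Em 525) after 30 min; luciferase luminescence (BugLite, 15 min, RT) read afterwards.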
# EPAC2 ag = agonists of human EPAC2 (RAPGEF4). Q8WZA2. EPAC2 activation, biochemical qHTS; response scale: 100% = 6.5 mM cAMP response. Potency, µM (titrated, usually from 154 µM), for the others: at the top dose activation, hits mostly activators. 0.079% of 360,000 active. AID 720711; note: potency is the fitted concentration of half-maximal effect; nearly all actives have a fitted effect of over 50% in size
# Target sequence (Q8WZA2 whole entry, looked up): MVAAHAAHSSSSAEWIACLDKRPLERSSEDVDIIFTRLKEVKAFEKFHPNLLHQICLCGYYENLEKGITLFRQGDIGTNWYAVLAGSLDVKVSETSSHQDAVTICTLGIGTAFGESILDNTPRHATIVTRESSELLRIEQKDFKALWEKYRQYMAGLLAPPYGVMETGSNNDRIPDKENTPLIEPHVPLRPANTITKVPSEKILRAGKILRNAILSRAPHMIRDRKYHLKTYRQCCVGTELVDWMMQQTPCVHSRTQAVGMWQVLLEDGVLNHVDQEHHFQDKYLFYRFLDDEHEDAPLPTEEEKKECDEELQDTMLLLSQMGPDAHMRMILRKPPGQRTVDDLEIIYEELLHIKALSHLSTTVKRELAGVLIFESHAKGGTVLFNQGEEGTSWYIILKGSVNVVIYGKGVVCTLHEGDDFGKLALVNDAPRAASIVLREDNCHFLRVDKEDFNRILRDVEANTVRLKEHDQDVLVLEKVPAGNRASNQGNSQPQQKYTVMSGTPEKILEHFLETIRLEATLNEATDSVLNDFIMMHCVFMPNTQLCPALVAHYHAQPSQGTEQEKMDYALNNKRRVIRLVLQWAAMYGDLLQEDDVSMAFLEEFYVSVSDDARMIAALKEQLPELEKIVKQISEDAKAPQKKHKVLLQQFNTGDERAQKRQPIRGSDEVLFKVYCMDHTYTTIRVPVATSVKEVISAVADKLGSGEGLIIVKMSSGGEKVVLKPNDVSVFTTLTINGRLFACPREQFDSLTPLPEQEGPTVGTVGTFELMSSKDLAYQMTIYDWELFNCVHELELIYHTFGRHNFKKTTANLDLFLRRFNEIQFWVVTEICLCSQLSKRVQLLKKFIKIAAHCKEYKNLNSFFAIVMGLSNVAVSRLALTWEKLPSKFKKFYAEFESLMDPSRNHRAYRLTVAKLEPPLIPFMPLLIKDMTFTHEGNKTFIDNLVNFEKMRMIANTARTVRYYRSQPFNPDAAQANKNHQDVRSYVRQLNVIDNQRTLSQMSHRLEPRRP
#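 Each well held 100 nM EPAC2, 250 nM RAP1B-BODIPY-GDP and 50 uM GDP. Fluorescence, read at 5-min intervals to 30 min, was referenced to a 6.5 mM cAMP positive control.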
# S2 tox = reduces viability in counter-screen for ATXN expression inhibitors. S2 cells (HEK-293 line with an ATXN2-luciferase reporter) viability, CellTiter-Fluor protease fluorescence, 24 h. Potency, µM (series often up to 56.7 µM), usual class: cytotoxic. 0.49% of 400,000 active; note: potency is the fitted concentration of half-maximal effect; nearly all actives have a fitted effect of over 40% in size
# Nrf2 ARE act = activates Nrf2 signaling. AREc32 ARE-luciferase reporter (MCF7-derived line), luminescence, 24 h. 0.31% of 410,000 active. AID 624171. Potency, µM (top dose mostly 46.1 µM), for inactives: at the highest dose activation, most hits filed as activators; note: potency is the fitted concentration of half-maximal effect; % of control where 0% means no effect; nearly all actives have a fitted effect of over 65% in size
#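 Luminescent ARE reporter assay in AREc32_Fluc cells: overnight plating at 37 deg C, 24 hr compound incubation, Steady-Glo added, 30 min RT before reading.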
# * = called active by the depositor; i = inactive; ? = inconclusive; · = not tested or not shown; [ ] = dose if it differs, or a comment. Unless noted, calls come from the whole dose curve; as a rule, active = well fitted curve in the direction sought with a large enough effect; inconclusive = small, poorly fitted or top-dose-only effect, or another doubt; inactive = no such curve, though single readings can be large; an effect the other way counts as inactive or inconclusive.
# Values run as follows: Nrf2 ARE act	HepG2 viability	EPAC2 ag	A549 tox	S2 tox	IL-2 act	ATXN2 expr inh	TGFb SMAD3 inh	Nrf2 inh
- CC1(C(=O)NC2CCCCC2)CCC(=O)N1Cc1cccnc1 (stereo not given)
  -0.2%	-49.3%	1.1%	18.2%	i	-2.0	4.8%	-20.6%	-10.8%
- O=C(Nc1ccc(OC(F)(F)F)cc1)c1nc2ccccc2nc1N1CCCCC1
  -0.3%	-12.5%	·	3.6%	i	·	2.2%	0.3%	·
- COc1ccc(C(C(=O)NC2CCCCC2)N(CC2CCCO2)C(=O)CNC(=O)c2ccco2)cc1 (stereo not given)
  0.3%	-9.2%	-11.2%	-10.4%	i	-0.8	2.4%	20.2%	-3.5%
- Cc1cc(OCc2cccc(Cl)c2)c(C)cc1CN1CCOCC1
  0.3%	-17.7%	6.2%	1.0%	i	-1.6	1.3%	-1.2%	8.5%
- Cc1ccc(S(=O)(=O)N2CCCCC2CCNC(=O)C(=O)NCCc2ccco2)cc1 (stereo not given)
  0.1%	5.3%	0.7%	?	i	-2.3	-17.9%	-27.4%	16.5%
- Cc1ccc2cc(NC(=O)C3(C)CCN3CC(C)C)ccc2n1 (stereo not given)
  0.8%	6.8%	-5.0%	·	i	0.4	14.2%	12.8%	·
- CCN(CC(=O)N1CCCCC1)S(=O)(=O)c1ccccc1
  -0.6%	0.7%	1.4%	-0.1%	i	-1.0	21.1%	3.4%	2.3%
- Cc1ccc(C)c(-n2c(-c3csc(C)c3C)n[nH]c2=S)c1
  -0.7%	-28.8%	9.8%	1.4%	i	-1.9	0.9%	-20.7%	10.4%
- CCOc1ccc(CNC(=O)C2CCCCN2S(=O)(=O)c2ccc(F)cc2)cc1OC (stereo not given)
  2.6%	-14.6%	·	-3.5%	i	·	7.8%	-6.5%	1.7%
- CCOC(=O)C1(C)CCN1C(=O)c1ccc(OC)cc1 (stereo not given)
  -0.7%	-2.7%	4.5%	·	i	0.0	9.4%	17.1%	·
- CN(C)/C=C/C1=CC(=O)CC(C)(C)C1
  6.4%	-22.6%	18.2%	-0.7%	?	-0.8	-5.2%[11.3 µM]	2.4%	-3.6%
- O=c1[nH]c(-c2ccccc2)nc(CN2CCCCC2)c1O
  1.7%	-22.4%	15.7%	15.8%	i	0.2	3.5%	-9.7%	11.3%
- O=C(CCN1C(=O)/C(=C/c2ccccc2)SC1=S)N[C@@H](CO)Cc1ccccc1
  16.8%	4.3%	-2.5%	-21.2%	?	-2.4	?	?	?
- COC(=O)c1ccc(C2c3c(-c4ccccc4O)n[nH]c3C(=O)N2Cc2cccnc2)cc1 (stereo not given)
  0.2%	7.8%	·	-0.6%	?	·	3.3%	2.0%	7.9%
- O=C(CSCc1c(F)cccc1F)Nc1ccccc1
  1.4%	-0.5%	9.8%	3.1%	i	-3.6	46.8%[activator]	-1.3%	?
- COC(=O)[C@@H](NC(=O)N1CCC(Cc2ccccc2)CC1)C(C)C
  0.2%	-29.7%	6.4%	3.7%	i	1.8	3.2%	0.0%	-9.5%
- Cc1ccc(S(=O)(=O)N2CCN(C(=O)CCC(=O)N3CCc4ccccc43)CC2)cc1
  -0.4%	36.0%	12.9%	-4.5%	i	5.5	-15.3%	-0.2%	3.4%
- CCCn1c(C)cc(=O)c2cc(NC(=O)c3cnccn3)ccc21
  0.1%	-10.7%	15.3%	-5.3%	i	-0.1	-14.9%	-5.5%	?
- CCC(C(=O)OCC(=O)NC(=O)c1ccccc1OC)c1ccccc1 (stereo not given)
  -0.1%	-1.7%	2.9%	3.5%	?	2.3	2.2%	9.9%	-5.9%
- COc1cc(-c2onc3ccc(Br)cc23)cc(OC)c1OC
  2.9%	-2.4%	9.0%	?	?	0.2	-20.0%	10.4%	-4.3%

# The final 3 entries of the part before come first, to join the parts.
# Values run as follows: Nrf2 ARE act	HepG2 viability	EPAC2 ag	A549 tox	S2 tox	IL-2 act	ATXN2 expr inh	TGFb SMAD3 inh	Nrf2 inh
- CCCn1c(C)cc(=O)c2cc(NC(=O)c3cnccn3)ccc21
  0.1%	-10.7%	15.3%	-5.3%	i	-0.1	-14.9%	-5.5%	?
- CCC(C(=O)OCC(=O)NC(=O)c1ccccc1OC)c1ccccc1 (stereo not given)
  -0.1%	-1.7%	2.9%	3.5%	?	2.3	2.2%	9.9%	-5.9%
- COc1cc(-c2onc3ccc(Br)cc23)cc(OC)c1OC
  2.9%	-2.4%	9.0%	?	?	0.2	-20.0%	10.4%	-4.3%
- O=C(COC(=O)c1cc2ccccc2o1)c1ccccc1
  -0.2%	-11.6%	29.1%	1.4%	i	-0.1	-10.4%	7.4%	·
- Cc1ccc2nc(NC(=O)COC(=O)c3ccncc3)sc2c1
  0.7%	-0.9%	-0.5%	-10.4%	i	-0.2	10.1%	0.0%	?
- CC1CCC2(CC1)NC(=O)N(CC(=O)NC(=O)Nc1ccc3c(c1)OCCO3)C2=O (stereo not given)
  2.7%	4.0%	2.6%	1.0%	i	1.0	0.2%	1.2%	2.6%
- CCCc1c(C(=O)N/N=C(\C)c2ccccn2)nnn1-c1nonc1N
  -1.5%	10µM*	11.8%	·	i	0.5	·	-1.3%	·
- Brc1ccc2nc(-c3ccco3)c(Cc3ccccc3)n2c1
  ?	-37.6%	14.6%	·	?	-0.5	3.1%	?	·
- CCOc1ccc(C(C(=O)NC2CCCC2)N(CCCO)C(=O)c2ccc(-c3ccccc3)[nH]2)cc1 (stereo not given)
  -0.6%	-2.3%	11.2%	-0.6%	?	-3.0	·	-22.0%	-14.6%
- COC(=O)c1ccccc1NC(=O)CN(c1ccccc1OC)S(C)(=O)=O
  -1.7%	-13.8%	·	7.2%	i	·	11.8%	-6.8%	9.2%
- COc1ccc(OC)c(S(=O)(=O)Nc2cc3c(cc2N2CCCC2)n(C)c(=O)c(=O)n3C)c1
  0.3%	-0.8%	2.2%	-2.8%	i	-2.3	-4.0%	6.1%	2.6%
- CC1=C(C(=O)OCCCCCl)C(c2cc3c(cc2Br)OCO3)NC(=O)N1 (stereo not given)
  -0.3%	-8.3%	6.4%	2.3%	i	0.7	-6.3%	-3.1%	?
- CCOC(=O)c1c(NC(=O)CSc2nnc(Cc3csc(N)n3)n2C)sc(C)c1C
  3.0%	-8.0%	2.1%	-1.8%	i	0.2	5.0%	-2.9%	-18.9%
- Cc1cccc(N2CCN(C(=O)C3CCCN(S(=O)(=O)c4c(C)noc4C)C3)CC2)c1C (stereo not given)
  0.6%	-29.2%	-1.2%	-17.9%	i	-3.6	?	-22.5%	?
- COc1ccc(-c2c(C)oc3c(CN4CCOCC4)c(O)ccc3c2=O)cc1OC
  0.0%	-6.7%	6.5%	-0.5%	i	0.1	-6.4%	-4.5%	-25.1%
- O=C(Nc1ccc(NC(=O)c2cccnc2)cc1)c1ccccc1
  -0.1%	-13.2%	5.3%	1.7%	i	-1.0	-11.5%	8.2%	-1.6%
- CC(C)C1C(=O)N(Cc2cn(CCC3OCCO3)nn2)CCS(=O)(=O)N1Cc1ccc(-c2ccccc2)cc1 (stereo not given)
  0.3%	-21.9%	-11.4%	·	?	-2.9	-38.4%	?	·
- O=C(Cc1cccc2ccccc12)NNC(=O)Nc1cccc(Cl)c1
  0.2%	-22.4%	-1.8%	-3.2%	i	1.1	1.4%	2.9%	-27.2%
- COc1ccc(NC(=O)c2c3c(nc4ccccc24)CCC3)cc1
  0.4%	2.2%	0.6%	14.2%	i	-0.8	-1.1%	1.7%	-6.9%
- CC(C)C[C@H](NC(=O)C1CCN(S(=O)(=O)c2ccccc2)CC1)C(=O)NCc1cccnc1
  0.3%	-3.2%	-0.9%	-2.2%	i	0.0	4.2%	-3.0%	-5.7%
- CCOc1ccc(-n2nc3ccc(NC(=O)c4cccc(F)c4)cc3n2)cc1
  -1.3%	1.1%	·	-2.0%	i	·	7.6%	9.0%	-8.5%
- O=C(CN(Cc1ccccc1)C(=O)CCC(=O)Nc1ccccn1)NCc1ccco1
  3.7%	8.0%	-10.7%	1.5%	i	1.9	9.3%	9.4%	·
- CSc1ccccc1OCc1cc(C(=O)NCc2cccc(C)n2)no1
  3.3%	3.2%	-5.2%	-1.0%	i	1.3	41.9%[activator]	7.6%	?
- Cc1nc(Nc2ccc(Cl)cc2)cc(-c2ccccc2)n1
  0.1%	-67.2%	·	-1.4%	?	·	?	?	21.1%
- COc1ccccc1CNC(=O)c1ccc(CS(=O)(=O)c2ccccc2)o1
  -0.2%	0.1%	-5.6%	1.9%	i	-1.5	7.0%	?	0.4%
- Cc1ccccc1N(C(=O)Cn1nnc(-c2ccc(F)cc2)n1)C(C(=O)NC(C)(C)C)c1ccncc1 (stereo not given)
  4.0%	16.9%	-12.6%	-4.4%	i	-6.1	-25.9%	-3.2%	-3.5%
- Cc1ccccc1-n1c(-c2ccco2)n[nH]c1=S
  -0.4%	14.6%	-5.4%	4.6%	i	2.4	4.6%	0.4%	1.7%
- Cc1cc(S(=O)(=O)Nc2ccc3c(c2)COC3=O)ccc1F
  0.2%	17.3%	16.3%	-0.3%	i	-0.2	-6.4%[11.3 µM]	25.6%	?
- CC(=O)Nc1ccc(S(=O)(=O)Nc2cccc(-c3cn4cccnc4n3)c2)cc1
  3.9%	8.0%	-4.7%	-5.6%	i	0.3	-10.5%	2.0%	-5.1%
- O=C(NCCc1c[nH]c2ccccc12)c1ccc([N+](=O)[O-])o1
  ?	-34.2%	3.3%	·	?	-1.7	·	?	·
